# Screening data deposited in PubChem by NCI.
# NCI-60 one-dose screen, 48 h, at 10 µM unless noted. Numbers give growth in % (100 = growth as untreated, 0 = no growth, -100 = all killed).
# SR: SR leukemia cells. AID 1794780. actives 8.7% (n = 73,000)
# BT-549: BT-549 breast cancer. actives 4.4% (n = 78,000)
# HS 578T: HS 578T breast cancer; actives 4.1% (n = 78,000)
# MCF7: MCF7 breast cancer; actives 6.3% (n = 82,000); AID 1794796
# MDA-MB-231: MDA-MB-231 breast cancer. actives 5% (n = 81,000). AID 1794789
# MDA-MB-468: MDA-MB-468 breast cancer; actives 8.5% (n = 78,000)
# K-562: K-562 leukemia. AID 1794777. actives 7.4% (n = 78,000)
# T-47D: T-47D breast cancer | actives 5% (n = 79,000)
# * marks the source's active call; other numbers are inactive results; x = not tested or not shown. The calls were made as follows: active = growth percent below 10; inactive = the rest.
SMILES,SR,BT-549,HS 578T,MCF7,MDA-MB-231,MDA-MB-468,K-562,T-47D
COc1ccc(-c2n[nH]nc2-c2ccccc2C#N)cc1,16.7,x,84.6,95.7,80.1,x,33.9,112.4
CCCCCC(=O)OCCCCOC(=O)CCCCC,101.7,114.7,110.8,99.0,119.0,105.5,97.4,100.8
COc1ccc(NCc2cn(-c3ccc(C(=O)O)cc3)nc2-c2cc(C(F)(F)F)cc(C(F)(F)F)c2)cc1,111.8,109.7,81.5,90.9,101.3,111.8,90.5,76.6
Cn1c(=O)c2[nH]c(COc3ccc(C(C)(C)C)cc3)nc2n(C)c1=O,x,44.1,82.9,52.3,75.8,36.7,51.2,47.0
COc1ccc(/C=C/C(=O)c2ccc(NC(=O)CSc3nnc(-c4cc(OC)c(OC)c(OC)c4)o3)cc2)cc1OC,92.7,83.8,99.9,88.3,114.5,113.4,98.2,91.7
O=C(O)c1cn(C2CC2)c2cc(N3CCN(Cn4nc(-c5ccccc5Cl)oc4=S)CC3)c(F)cc2c1=O,92.9,95.0,99.3,90.9,111.0,110.1,89.0,x
COc1ccc(Nc2nc(SCC(C)C)nc(-c3ccc(OC)cc3)c2C#N)cc1,76.3,110.1,100.3,90.4,99.5,99.3,95.6,86.7
CCCCCCN(CCCCCC)C(=N)c1ccnc2ccccc12,35.4,73.8,x,x,58.1,12.5,16.8,88.1
COc1cc(-c2c(-c3ccccc3)c[nH]c2C(=O)O)cc(OC)c1OC,108.7,101.3,100.4,100.1,104.7,102.4,97.0,104.8
O=C(Cn1c(=O)[nH]c2ccccc2c1=O)NC1CCCCC1,x,110.3,101.9,89.5,107.3,107.1,102.2,99.0
O=C1CCCCC1C(O)(C(=O)c1ccccc1)c1ccccc1 (configuration not stated),76.0,108.8,106.7,110.1,110.5,89.0,69.0,86.7
CC(=O)c1ccc(Nc2nc(Cl)nc(Oc3c(C(C)C)cccc3C(C)C)n2)cc1,103.5,87.5,74.3,69.1,57.5,82.8,77.7,63.9
O=C(/C=C/c1cccnc1)NCCCCC1CCCN(C(=O)c2ccccc2)C1 (configuration not stated),33.0,73.7,52.2,54.4,82.6,87.9,x,47.3
Cn1ccc2cc(-c3ccc(C4CC4)o3)ccc21,98.9,103.9,100.2,86.6,93.1,104.0,104.9,x
CC(C)(C)c1ccc(O)c(CO)c1,97.7,99.7,106.4,90.9,109.9,107.6,95.5,93.9
CCOC(=O)C(CCC(C(=O)OCC)(C(=O)OCC)c1ccccc1)(C(=O)OCC)c1ccccc1,110.2,113.5,105.1,119.5,103.5,95.9,97.5,97.7
N=c1ccn2c(n1)O[C@@H]1[C@@H](O)[C@H](CO)O[C@@H]12,x,83.5,99.0,x,91.7,77.1,67.1,92.7
Nc1ccc(S(=O)(=O)c2cc(O)c3ccccc3c2O)cc1,99.3,95.4,95.2,93.1,89.2,121.0,90.6,123.5
O=C(O)c1cn(C2CC2)c2cc(N3CCN(Cn4nc(-c5ccccc5)oc4=S)CC3)c(F)cc2c1=O,99.1,107.4,92.6,93.1,103.0,100.7,95.8,x
Cc1ccccc1-n1c(C)nc2ccc(N3CCCNC3=O)cc2c1=O,90.2,95.7,110.0,95.2,109.3,103.0,86.7,92.3
OCc1nc2nc(Cl)c(Cl)nc2[nH]1,106.5,91.2,104.5,99.1,104.9,95.4,101.5,98.9
O=C(CSc1nc2sc3c(c2c(=O)n1-c1ccccc1)CCCCC3)N/N=C/c1ccc([N+](=O)[O-])cc1,79.5,110.2,86.2,98.6,92.1,113.8,100.7,88.2
CCCCCCCCCCCCCCCCCC1=NCCN1CCOC1=C(Cl)C(=O)c2ccccc2C1=O,x,68.0,90.1,65.6,55.9,-50.1*,21.7,12.6
Cc1ccccc1OCc1ccccc1Cl,104.9,112.3,116.5,107.9,103.6,101.4,102.6,102.7
O=C(Cn1c(/C=C/c2cccc(Br)c2)nc2ccccc2c1=O)Nc1ccc(Cl)cc1,95.4,96.4,96.2,x,89.6,117.8,89.6,85.6

# Of the compounds above, these have a cyano group.
SMILES,SR,BT-549,HS 578T,MCF7,MDA-MB-231,MDA-MB-468,K-562,T-47D
COc1ccc(-c2n[nH]nc2-c2ccccc2C#N)cc1,16.7,x,84.6,95.7,80.1,x,33.9,112.4
COc1ccc(Nc2nc(SCC(C)C)nc(-c3ccc(OC)cc3)c2C#N)cc1,76.3,110.1,100.3,90.4,99.5,99.3,95.6,86.7

# Carrying on:
SMILES,SR,BT-549,HS 578T,MCF7,MDA-MB-231,MDA-MB-468,K-562,T-47D
Cc1ccc(C2(O)CCCCC2)cc1,x,90.4,100.0,103.9,106.2,98.2,125.9,101.0
COC(=O)[C@H](OC(C)=O)[C@H]1C(C)(C)[C@H](OC(C)=O)C2CC3=C4CC(=O)O[C@@H](c5ccoc5)[C@]4(C)CC[C@@H]3[C@@]1(C)C2=O,85.7,94.3,112.1,89.4,103.3,97.4,100.6,86.9
CCC1(c2ccccc2)SC(=O)NC1=O (configuration not stated),x,106.3,109.3,91.9,x,105.1,x,111.4
CCOC(=O)c1[nH]nc2c1C1(C(=O)Nc3ccccc31)C(C#N)=C(N)O2 (configuration not stated),113.3,129.0,70.5,87.5,115.3,104.8,103.2,111.6
COc1ccc(NC(=O)CSc2nc(C)c(C(C)=O)n2-c2ccc(OC)cc2)cc1,x,97.8,94.7,89.2,79.3,96.2,101.2,92.0
O=C(Nc1nc2ccc(F)cc2s1)c1cc(-c2ccc(Cl)cc2)n2nc(-c3ccccc3)cc2n1,84.9,107.8,92.2,93.9,116.0,x,101.3,100.4
FC(F)(F)c1cc(CNc2nc(Cl)ncc2Br)cc(C(F)(F)F)c1,38.2,90.0,54.5,93.3,89.0,64.7,50.2,82.1
O=C(NC(=S)Nc1ccc(-c2ccccc2)cc1)c1ccccc1,85.8,x,138.1,93.5,107.1,108.9,93.3,80.7
CCCCC[C@@H]1Cc2cc(O)c(C(=O)O)c3c2[C@H](C[C@]2(OC[C@@H](CC(=O)[C@](C)(CC)C(=O)OC)[C@@H]2C)O3)O1,110.5,131.4,118.3,99.8,110.9,112.1,118.1,95.5
Cn1cc(-c2nc(N)nnc2-c2cncc(Br)c2)c2cc(F)ccc21,92.6,101.7,76.1,89.3,58.6,58.2,32.5,76.0
Cc1ccc(OCC2CO2)cc1 (configuration not stated),105.6,110.3,126.6,102.0,114.7,97.7,93.3,95.9
COc1cc(/C=C2\SC(=S)N(/C=C/c3nc4ccccc4[nH]c3=O)C2=O)cc(OC)c1OC,63.6,80.8,74.4,82.1,80.1,81.2,88.1,52.6
Cc1cc2c(F)c(Oc3ncnc(Nc4ccc(N5C[C@@H](C)N[C@@H](C)C5)cc4)c3C#N)cc(F)c2[nH]1,-26.4*,x,64.0,12.3,-0.7*,-5.0*,-40.4*,-1.9*
S=c1nc2oc(-c3ccccc3)c(-c3ccccc3)c2c(/N=C\c2ccc(Cl)cc2)[nH]1,84.8,86.3,87.2,89.8,97.5,96.1,88.8,65.7
O=C(Nc1ccc(F)cc1)c1ccc2c(c1)nc(-c1ccccc1)n2C1CCCCC1,54.1,92.7,85.1,89.9,92.1,130.5,68.1,92.8
COc1ccccc1NC(C)=O,103.8,119.4,101.7,99.6,97.0,103.6,92.9,98.9
Cc1ccc(N)cn1,92.7,115.0,102.1,89.4,105.9,95.6,99.4,99.5
O=C1NC(=O)C(c2ccco2)N1 (configuration not stated),103.8,100.8,93.9,98.2,104.6,98.6,109.2,113.1
O=c1oc2c([nH]c3ccc4ccccc4c32)c2ccccc12,102.0,103.6,103.8,73.7,112.1,x,124.2,77.5
O=c1c(/C=c2\sc3nc4ccccc4n3c2=O)coc2ccccc12,103.7,101.4,99.0,95.3,97.6,96.0,108.5,96.0
O=c1cc(-c2ccc3c(c2)OCCO3)oc2c(Cl)cc(Cl)cc12,40.3,107.8,97.5,85.6,86.1,96.1,x,80.3
Cc1nc2ccccn2c1C(Nc1nc(-c2ccccc2)cs1)c1ccc(Br)cc1 (configuration not stated),75.4,93.3,85.6,86.8,75.5,74.5,69.1,81.5
CC(=O)Nc1cccc(Cn2c(=O)[nH]c3ccc(Oc4ncccn4)cc3c2=O)c1,x,90.5,93.9,83.0,80.7,102.1,92.9,x
N=c1o[n-][n+](-c2ccccc2)c1-c1ccccc1,63.9,111.3,140.0,52.9,104.7,x,46.1,95.5
CCc1cccc2c3c(sc12)C(c1ccc(Cl)cc1)C(C#N)=C(/N=C/c1ccc(Cl)cc1)O3 (configuration not stated),13.9,51.7,8.1*,15.8,33.8,-16.3*,10.0,25.7

# 3 structures already listed, ordered by number of heavy atoms, smallest number first.
SMILES,SR,BT-549,HS 578T,MCF7,MDA-MB-231,MDA-MB-468,K-562,T-47D
FC(F)(F)c1cc(CNc2nc(Cl)ncc2Br)cc(C(F)(F)F)c1,38.2,90.0,54.5,93.3,89.0,64.7,50.2,82.1
S=c1nc2oc(-c3ccccc3)c(-c3ccccc3)c2c(/N=C\c2ccc(Cl)cc2)[nH]1,84.8,86.3,87.2,89.8,97.5,96.1,88.8,65.7
COC(=O)[C@H](OC(C)=O)[C@H]1C(C)(C)[C@H](OC(C)=O)C2CC3=C4CC(=O)O[C@@H](c5ccoc5)[C@]4(C)CC[C@@H]3[C@@]1(C)C2=O,85.7,94.3,112.1,89.4,103.3,97.4,100.6,86.9

# (list continues)
SMILES,SR,BT-549,HS 578T,MCF7,MDA-MB-231,MDA-MB-468,K-562,T-47D
COc1cc(OC)c2c3nc4cc(C)c(C)cc4nc3n(CCN(C)C)c2c1,1.0*,78.9,84.2,-17.2*,38.0,65.6,1.6*,60.7
COc1ccc(-n2c(SCc3cc(OC)c(OC)c(OC)c3)nc3ccc(C)cc3c2=O)c(OC)c1,7.7*,32.1,6.7*,15.5,44.8,17.1,14.4,33.1
Cc1ccc(NC(=O)c2ccccc2)c(NC(=O)c2ccccc2)c1,97.0,x,101.8,91.9,93.6,106.2,92.3,113.4
O=C(/C(=C/c1ccc([N+](=O)[O-])cc1)SCc1ccc(F)cc1)c1ccc(F)cc1,6.7*,98.2,89.2,9.8*,76.1,83.7,x,79.8
CCOC(=O)c1c(C)oc2ncnc(Nc3ccc(OCc4cccc(C)c4)cc3)c12,116.0,106.4,102.5,99.2,88.6,106.4,98.0,87.3
O=C(c1nn(Cc2ccccc2)c2c1CC(NCc1ccc(F)cc1)CC2)N1CCCCC1 (configuration not stated),83.5,x,97.8,95.3,116.4,112.3,95.5,90.9
Oc1ccccc1-c1nnco1,90.4,77.5,45.1,102.2,84.4,88.7,75.4,82.0
Nc1ccc(S(=O)(=O)NN=C2CCCC2)cc1,93.1,106.7,109.9,104.1,99.1,105.3,101.1,93.5
Cc1ccc(C(=O)c2c(C(=O)N(C)N)noc2-c2ccc(C)cc2)cc1,x,99.2,108.2,94.9,104.9,116.4,88.6,x
CCC(C(=O)[C@@H](C)[C@@H](O)[C@H](C)[C@@H]1O[C@@H]([C@@H](CC)C(=O)NCC(F)(F)F)CC[C@@H]1C)[C@H]1O[C@]2(C=CC(=O)[C@]3(CC[C@@](C)([C@H]4CC[C@](O)(CC)[C@H](C)O4)O3)O2)[C@H](C)C[C@@H]1C (some centres not stated),35.5,92.0,74.6,61.6,77.2,51.1,51.4,59.9
O=C(O)Cc1ccc(N2N=C(c3ccccc3)CC2=O)cc1,106.2,104.5,100.5,100.9,97.7,x,96.9,101.5
Cc1ccc(NC(=O)Oc2ccc(Br)cc2Br)c([N+](=O)[O-])c1,x,94.5,102.7,101.0,101.6,109.1,127.3,103.7
CCCCCCCCC1OC(C)CC(C)(C)O1 (configuration not stated),94.7,82.9,94.4,103.9,102.7,86.9,95.1,92.4
O=C1C(SCCO)=C(SCCO)C(=O)N1c1ccc(-c2ccccc2)cc1,-47.6*,x,-50.7*,80.5,95.0,x,-0.1*,24.0
O=C1NN(C(=O)c2ccc([N+](=O)[O-])cc2)C(c2ccccc2)=N/C1=C\c1cn(-c2ccccc2)nc1-c1ccccc1,80.9,117.9,93.3,94.8,103.9,112.5,x,97.3
COC(=O)C(N)CC(C)C (configuration not stated),86.4,97.9,110.7,98.3,-50.4*,98.0,88.8,92.0
O=C(O)c1cccc2c1-c1c(cccc1[N+](=O)[O-])C2,88.4,137.8,103.2,95.0,111.3,101.1,102.8,117.3
C=CC(=O)NCCCCCCNC(=O)C=C,94.6,104.5,x,96.8,103.3,109.4,92.4,99.6
COc1cc(C2C=C(C)N=C3SC(C)=CN32)cc(OC)c1OC (configuration not stated),101.7,112.9,127.4,97.1,106.5,98.8,95.3,99.1
COc1ccc(-c2ccc(NC(=O)Nc3ccccc3)c(C)n2)cc1OC,83.3,113.2,94.5,91.5,99.0,107.3,90.0,85.1
CN(C)c1ccc(/C=N/n2c(-c3cc(F)c(Cl)cc3Cl)nn(CN3CCOCC3)c2=S)cc1,83.6,91.3,110.0,118.0,99.8,x,82.7,94.1
Cc1c(C)c2c(c(C)c1NC(=O)CCCCCCC(=O)O)CCC(C)(CCCC(C)CCCC(C)CCCC(C)C)O2 (configuration not stated),6.2*,60.3,101.0,43.5,101.0,90.1,39.2,89.7

# Gathered by group, the compounds so far with a nitro group on carbon.
SMILES,SR,BT-549,HS 578T,MCF7,MDA-MB-231,MDA-MB-468,K-562,T-47D
O=C(CSc1nc2sc3c(c2c(=O)n1-c1ccccc1)CCCCC3)N/N=C/c1ccc([N+](=O)[O-])cc1,79.5,110.2,86.2,98.6,92.1,113.8,100.7,88.2
O=C(/C(=C/c1ccc([N+](=O)[O-])cc1)SCc1ccc(F)cc1)c1ccc(F)cc1,6.7*,98.2,89.2,9.8*,76.1,83.7,x,79.8
Cc1ccc(NC(=O)Oc2ccc(Br)cc2Br)c([N+](=O)[O-])c1,x,94.5,102.7,101.0,101.6,109.1,127.3,103.7
O=C1NN(C(=O)c2ccc([N+](=O)[O-])cc2)C(c2ccccc2)=N/C1=C\c1cn(-c2ccccc2)nc1-c1ccccc1,80.9,117.9,93.3,94.8,103.9,112.5,x,97.3
O=C(O)c1cccc2c1-c1c(cccc1[N+](=O)[O-])C2,88.4,137.8,103.2,95.0,111.3,101.1,102.8,117.3
